Bioassay records: PubChem, National Center for Advancing Translational Sciences (NCATS)
MmCpn inh: M. maripaludis TRiC chaperonin inhibition | purified Mm-Cpn ATPase, ADP Transcreener TR-FRET | Potency, µM (top dose mostly 76.9 µM), inactives show at the top dose activity, negative = inhibition, actives largely listed as inhibitors | 330,000 tested, 0.031% active | AID 504842; further: potency means the concentration at half of the fitted maximal effect; on the % scale 0 is the no-effect control and ±100 the full control effect; nearly all actives have a fitted effect of over 80% in size
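25 nM Mm-CPN + cpd, 10 min 37°C; + 10 uM ATP, 30 min 37°C; buffer 30 mM Tris pH 7.4, 100 mM KCl, 5 mM MgCl2, 1 mM DTT; Transcreener ADP HTRF detection 30 min RT.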
EPAC2 ag: activates human EPAC2 exchange factor. Q8WZA2. EPAC2 activation, biochemical qHTS; response scale: 100% = 6.5 mM cAMP response. Potency, µM (highest dose often 154 µM), inactives show at the top dose activation, usual class: activators. 360,000 tested, 0.079% active. AID 720711; further: potency means the concentration at half of the fitted maximal effect; nearly all actives have a fitted effect of over 50% in size
Target sequence (Q8WZA2 whole entry, looked up): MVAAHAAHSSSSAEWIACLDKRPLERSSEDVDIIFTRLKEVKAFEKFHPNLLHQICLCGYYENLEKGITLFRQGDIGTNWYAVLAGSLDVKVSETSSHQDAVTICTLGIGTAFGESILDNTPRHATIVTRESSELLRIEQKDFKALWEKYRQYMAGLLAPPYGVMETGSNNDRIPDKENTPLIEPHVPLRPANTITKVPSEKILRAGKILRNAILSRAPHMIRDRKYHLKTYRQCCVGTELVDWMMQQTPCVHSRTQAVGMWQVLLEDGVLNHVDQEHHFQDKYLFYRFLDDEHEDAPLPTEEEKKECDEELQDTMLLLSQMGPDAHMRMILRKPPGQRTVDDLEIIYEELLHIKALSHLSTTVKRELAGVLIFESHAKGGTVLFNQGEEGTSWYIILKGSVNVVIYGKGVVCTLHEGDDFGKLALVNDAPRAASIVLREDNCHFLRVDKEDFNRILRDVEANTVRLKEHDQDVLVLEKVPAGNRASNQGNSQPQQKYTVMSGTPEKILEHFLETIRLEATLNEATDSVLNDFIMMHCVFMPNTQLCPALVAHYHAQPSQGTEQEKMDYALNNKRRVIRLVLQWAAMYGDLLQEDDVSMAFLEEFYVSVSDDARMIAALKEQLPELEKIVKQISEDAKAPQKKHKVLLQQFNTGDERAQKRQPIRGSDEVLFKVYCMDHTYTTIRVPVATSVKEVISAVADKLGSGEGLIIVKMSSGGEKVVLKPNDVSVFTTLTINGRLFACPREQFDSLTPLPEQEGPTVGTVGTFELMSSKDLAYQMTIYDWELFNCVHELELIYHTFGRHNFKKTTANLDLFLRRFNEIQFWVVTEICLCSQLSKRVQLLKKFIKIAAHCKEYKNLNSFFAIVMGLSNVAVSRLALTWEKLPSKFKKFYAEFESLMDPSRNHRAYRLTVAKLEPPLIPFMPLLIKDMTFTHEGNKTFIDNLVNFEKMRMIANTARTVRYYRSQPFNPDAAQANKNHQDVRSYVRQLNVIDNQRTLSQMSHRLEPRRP
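Each well held 100 nM EPAC2, 250 nM RAP1B-BODIPY-GDP and 50 uM GDP. Fluorescence, read at 5-min intervals to 30 min, was referenced to a 6.5 mM cAMP positive control.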
PTHR1 ag: agonists of human PTHR1 parathyroid hormone receptor | Q03431 | HEK293 GP2 PTHR1 cells, GloSensor cAMP luminescence, 1 h | Potency, µM (top dose mostly 115 µM), for inactives: top-dose activation, usual class: activators | 410,000 tested, 0.075% active | AID 743266; further: potency means the concentration at half of the fitted maximal effect; nearly all actives have a fitted effect of over 55% in size; some results filed as inactive show a strong effect at the top dose; inactives centre near -15; many of its hits are not listed in these tables
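HEK-293-derived GP2 cells expressing PTHR1 and a GloSensor cAMP reporter, 3,000/well, plated overnight, given luciferin plus IBMX (each 0.5 mM as added) for 1 h at 37 °C, then compound for 1 h at 37 °C. Luminescence was read after 15 min at room temperature.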
D3 ag: agonists of human D3 dopamine receptor | AID 652048 | D3R DiscoveRx beta-arrestin cells, luminescence, 90 min | max activation, % | 410,000 tested, 0.58% active; in the data active means max activation above about 30%; further: 0% is about no effect; mostly tested at two doses, the higher about 12 µM
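Agonist-mode cell screen: cells plated at 1500/well and incubated overnight at 37 °C, then exposed to library compounds for 90 min at 37 °C. Detection reagent was added for 30–60 min at room temperature, and luminescence was read.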
CCT chaperon mod: modulators of cytosolic chaperonin (CCT/TRiC) activity | 360,000 tested, 0.3% active | activity change, % (test concentration not listed), hits read low | purified chaperonin ATPase assay, HTRF ADP detection, 30 min; in the data active means activity change below about -30%; further: on the % scale 0 is the no-effect control and ±100 the full control effect
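TRiC (40 or 20 nM final, by batch activity) in 30 mM Tris pH 7.4, 100 mM KCl, 5 mM MgCl2, 1 mM DTT was treated with compound at 76 uM single dose, then 10 uM ATP, 30 min at 37 °C. ADP was read by HTRF Transcreener.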
D3 antag: D3 dopamine receptor (human) antagonism; max response, negative = inhibition, %; P35462; D3R cells, DiscoveRx beta-arrestin luminescence, antagonist mode; active compounds read low; AID 652054; 360,000 tested, 2.5% active; in the data active means max response below about -50%; inconclusive means no clear call, values can overlap the other calls; further: on the % scale 0 is the no-effect control and ±100 the full control effect; mostly tested at two doses, the higher about 12 µM
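Cells expressing the human receptor were seeded at 1500 cells/well, incubated overnight at 37 degrees C in 5% CO2, then exposed to library compounds with dopamine controls for 90 minutes at 37 degrees C before luminescent detection.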
pAkt inh: Akt phosphorylation inhibition; Neuro2A IGF-stimulated pAkt S473 HTRF, 20 min; active compounds read low; activity change, % for hits at 50 µM; 360,000 tested, 0.32% active; AID 651550; in the data active means activity change below about -80%; inconclusive means mostly about -51% to -80%; further: on the % scale 0 is the no-effect control and ±100 the full control effect
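Single-point screen (50 µM final compound) in Neuro2A cells stimulated 20 min with 6 nM IGF at 37 deg C. After lysis, Ser473-phosphorylated Akt read by HTRF (ex 330 nm, em 615/665 nm) as the 665/615 ratio.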
EPAC2 antag: antagonists of human EPAC2; Q8WZA2; EPAC2 GEF exchange of Rap1B-BODIPY-GDP, fluorescence; Potency, µM (doses to about 114 µM), for the others: at the top dose activity, negative = inhibition, actives largely listed as inhibitors; 360,000 tested, 0.18% active; further: potency means the concentration at half of the fitted maximal effect; on the % scale 0 is the no-effect control and ±100 the full control effect; nearly all actives have a fitted effect of over 45% in size; many of its hits are not listed in these tables
Active calls of the source: *; i = inactive; ? = inconclusive; nt = no result given; & = joins results of further samples; [ ] = remark or other dose. Unless noted, the call rests on the fitted dose curve; in most records, active means well fitted curve in the direction sought with a large enough effect; inconclusive means small, poorly fitted or top-dose-only effect, or another doubt; inactive means no such curve, though single readings can be large; an effect the other way counts as inactive or inconclusive.

Values in the order: EPAC2 ag, pAkt inh, D3 ag, CCT chaperon mod, PTHR1 ag, EPAC2 antag, MmCpn inh, D3 antag
- Cc1cnc(C(=O)OCC(=O)Nc2sc3c(c2C#N)CCC3)cn1
    -3.3%, i, -12.7, 1.8, -8.4%, 7.9%, 0.4%, 1.9
- Cc1ccc(NC(=O)CN(C)C(=O)COC(=O)[C@@H](NC(=O)c2ccccc2F)C(C)C)cc1
    0.8%, i, -2.8, -1.3, i, 5.4%, 2.1%, 15.2
- COCCNc1nc(N)c([N+](=O)[O-])c(NC2CCCCC2)n1
    7.6%, i, 1.1, -4.6, -22.6%, -4.2%, 0.3%, -0.3
- Cn1cc(C(=O)N/N=C/c2cccc([N+](=O)[O-])c2)c2ccccc21
    10.4%, i, -5.3, -3.3, -20.5%, 2.1%, 1.1%, -2.4
- O=C(NCc1cccs1)C1CCCN1C(=O)Nc1cccc(Cl)c1 (stereo not drawn)
    13.1%, i, -19.4, 0.1, -4.5%, -3.8%, 0.8%, -26.0
- Cc1ccc(NC(=O)CSc2nc(-c3ccco3)nc3cc(=O)[nH]n23)c(Cl)c1
    -3.8%, i, 0.6, -3.1, i, 6.3%, 0.5%, 10.3
- CC1(C)NC(=O)N(CCOc2cccc(Oc3ccccc3)c2)C1=O
    2.1%, i, 6.6, -0.3, -25.1%, 7.8%, -0.4%, -5.6
- CN1C(=O)[C@H](Cc2ccc([N+](=O)[O-])cc2)NC1=S
    2.7%, i, -0.5, -12.0, i, 4.0%, 2.0%, 24.8
- Cn1c(CNS(=O)(=O)c2ccc(Br)cc2)n[nH]c1=S
    3.2%, i, -4.9, -2.6, i, -1.1%, 1.6%, -25.2
- O=C(CCCN1C(=O)c2cccnc2Oc2ccc(Cl)cc21)N1CCCCC1
    1.9%, i, -14.7, -0.9, i, -3.2%, 3.8%, -24.6
- O=c1oc(-c2cccs2)nc2ccccc12
    9.7%, i, -1.3, -0.4, i, 1.5%, -1.1%, -13.4
- COc1cccc(OC)c1OC(=O)/C=C/c1ccc(C)o1
    13.7%, i, 3.4, -0.8, -18.7%, 56.2µM*, -1.3%, -3.9
- CCn1c(P(C)(=O)O)nc2cc(NC(=O)c3ccccc3Cl)ccc21
    5.0%, i, -10.5, 1.2, i, 4.0%, 0.4%, -18.3
- Cc1c(NC(=O)CSc2nnc(C(C)Oc3ccc(Cl)cc3)n2-c2ccccc2)c(=O)n(-c2ccccc2)n1C (stereo not drawn)
    -0.8%, i, 4.4, -0.6, i, -0.1%, -1.6%, 18.0
- CCn1c(CCNC(=O)c2cccs2)nnc1SCC(=O)Nc1cccc(Cl)c1
    11.1%, i, -1.6, -2.3, i, 5.2%, nt, 18.9
- COc1ccc(N=Cc2c(C)[nH][nH]c2=O)cc1
    0.1%, i, -1.9, -7.3, i, 2.8%, -1.4%, -17.7
- CCCCCCCCCCCCN1[C@@H](CC(C)=O)c2cc(F)cc(F)c2S1(=O)=O
    -0.2%, i, -5.4, -0.9, i, -21.5%, nt, 30.1
- COc1cccc(OCC(=O)Nc2ccncc2)c1
    4.4%, i, 5.0, -1.1, -17.0%, 4.0%, 2.1%, 2.6
- O=C(NN1C(=O)/C(=C/c2cccc(O)c2)SC1=S)c1ccccc1O
    4.5%, i, 2.5, 1.2, -26.1%, -4.6%, 0.5%, 3.9
- Cc1ccccc1C(=O)NNC(=O)Cc1ccccc1
    14.4%, i, -9.9, 4.3, 28.4%, 25.0%, -0.6%, -18.9
- CCOc1ccc(N(C(=O)CNC(=O)c2ccco2)C(C(=O)NC2CCCC2)c2cccnc2)cc1 (stereo not drawn)
    -3.1%, i, -2.6, 0.8, ?, ?, -0.4%, -16.0
- CC(C)c1ccc(NC(=O)CCc2ccccc2)cc1
    -0.9%, i, -3.7, -4.6, -35.8%[inhibitor], -28.5%, 0.5%, -11.4
- CCN1c2ccccc2-c2nc3ccccc3n2C1c1ccncc1 (stereo not drawn)
    0.0%[15.6 µM], nt, -0.2, -3.4, i, -3.6%, -1.1%, -6.4
- Cc1cc(-c2nnc(SCC(=O)Nc3ccccc3C(F)(F)F)n2N)n[nH]1
    -3.5%, i, 0.5, 0.7, ?, -3.9%, -1.6%, -18.4
- O=C(Nc1cccc2c1N(C(=O)c1ccco1)CCC2)c1ccco1
    -6.9%, i, -1.7, 1.0, i, -11.7%, -5.3%, 2.1
- Cc1nc2cc(NS(=O)(=O)c3cccc4cccnc34)ccc2s1
    4.8%, i, -1.6, -0.5, -43.4%[inhibitor], -2.5%, 3.3%, -5.8
- Cn1c(CSCc2ccc(F)cc2)nnc1SCC(=O)N1CCN(c2ccccc2)CC1
    5.9%, i, 4.1, -2.4, i, 1.6%, -0.6%, -1.3
- O=Cc1cc2cc3c(cc2nc1Cl)OCCO3
    2.3%, i, 6.6, -1.9, -25.4%, -8.7%, 0.2%, 1.4
- CC(C)(C)OC(=O)N1CC=C2C(C#N)=C(N)C(C#N)(C#N)[C@H](c3cccnc3)[C@H]2C1
    14.4%, i, -0.3, 0.1, -20.3%, -11.8%, -2.2%, 26.9
- CCn1cc(C(=O)N2CCN(c3ccc(C(C)=O)cc3)CC2)c2cc(OC)c(OC)cc2c1=O
    6.0%, i, -0.3&5.3, 1.1, -15.2%&-16.3%, -3.0%, -13.6%, 32.0

Pulled one by one from the entries so far (five):
Values in the order: EPAC2 ag, pAkt inh, D3 ag, CCT chaperon mod, PTHR1 ag, EPAC2 antag, MmCpn inh, D3 antag
- CCn1cc(C(=O)N2CCN(c3ccc(C(C)=O)cc3)CC2)c2cc(OC)c(OC)cc2c1=O
    6.0%, i, -0.3&5.3, 1.1, -15.2%&-16.3%, -3.0%, -13.6%, 32.0
- Cn1cc(C(=O)N/N=C/c2cccc([N+](=O)[O-])c2)c2ccccc21
    10.4%, i, -5.3, -3.3, -20.5%, 2.1%, 1.1%, -2.4
- CCn1c(CCNC(=O)c2cccs2)nnc1SCC(=O)Nc1cccc(Cl)c1
    11.1%, i, -1.6, -2.3, i, 5.2%, nt, 18.9
- Cc1c(NC(=O)CSc2nnc(C(C)Oc3ccc(Cl)cc3)n2-c2ccccc2)c(=O)n(-c2ccccc2)n1C (stereo not drawn)
    -0.8%, i, 4.4, -0.6, i, -0.1%, -1.6%, 18.0
- COc1cccc(OC)c1OC(=O)/C=C/c1ccc(C)o1
    13.7%, i, 3.4, -0.8, -18.7%, 56.2µM*, -1.3%, -3.9

The list continues:
Values in the order: EPAC2 ag, pAkt inh, D3 ag, CCT chaperon mod, PTHR1 ag, EPAC2 antag, MmCpn inh, D3 antag
- CCNC(=O)Nn1c(-c2ccccc2)nc2ccccc2c1=O
    14.7%, i, 9.5, -2.5, -15.6%[57.5 µM], -1.2%, -0.6%, -14.1
- CNc1oc(/C=C/c2ccccc2)nc1C#N
    -8.2%, i, 3.4, 2.8, -79.5%[inhibitor], 3.4%, -13.3%, 10.7
- O=C(COc1ccccc1)NC(=S)Nc1ccc2c(c1)Cc1ccccc1-2
    3.0%, i, -5.9, 0.2, i, -4.4%, 1.7%, 13.8
- CCNC(=O)/C=C/c1ccccc1[N+](=O)[O-]
    7.7%, i, 0.7, -1.1, i, -5.8%[57.1 µM], 2.1%, 5.8
- CSc1nc2c(c(=O)[nH]1)C(c1cccs1)C1=C(CCCC1=O)N2 (stereo not drawn)
    8.3%, i, -0.7, -1.1, ?, 1.1%, 1.6%, -7.2
- CC(=O)Nc1ccc2c(c1)CCCC2=O
    7.4%, i, 5.3, -4.9, i, 1.4%, -0.2%, 0.1
- COc1ccc(N2C(=O)CSC2c2ccccc2[N+](=O)[O-])cc1 (stereo not drawn)
    4.9%, i, 6.3, -0.7, i, -11.3%, -1.0%, 2.4
- Cc1cccc(-n2ccc(=O)c(C(=O)Nc3ccc(S(=O)(=O)Nc4onc(C)c4C)cc3)n2)c1
    10.5%, i, -2.4, -0.2, i, 11.3%, -2.5%, -13.6
- CCOC1OC(=O)C(Cl)=C1Nc1ccc(C)cc1 (stereo not drawn)
    -9.6%, i, -10.3, 0.9, i, -1.7%, 2.0%, -12.7
- CC1CCN(C(=O)CNC(=O)c2ccc(Cl)cc2Cl)CC1
    6.7%, i, 0.3, -2.5, i, -2.0%, -1.3%, 0.0
- c1cncc(COC2CCCN(Cc3nc(-c4cccs4)no3)C2)c1 (stereo not drawn)
    7.7%, i, -0.6, -2.9, i, -0.8%, -1.9%, -7.3
- CN(C)CCN1CCN(C2CN(Cc3ccc([N+](=O)[O-])cc3)S(=O)(=O)C2)CC1 (stereo not drawn)
    0.4%, i, 4.5, -0.3, -16.4%, 17.3%, nt, -17.3
- COCCOc1ccc(C(F)(F)F)cc1NC(=O)COC(=O)c1cc[n+]([O-])cc1
    -0.2%, i, 1.7, -0.7, i, -3.5%, -0.9%, 9.0
- COc1ccccc1-n1cnc2cc(C(=O)NCC3CCCO3)ccc21 (stereo not drawn)
    7.0%, i, -2.7, -1.1, -24.1%[57.5 µM], 6.5%, 3.3%, -10.6
- CC(C)C(=O)N1CCCC1(C)C(=O)Nc1ccc2c(c1)OCO2 (stereo not drawn)
    12.7%, i, -5.5, -0.9, i, -13.9%, nt, -19.3
- CCN1CCCC1Cn1cnc2c([nH]c3cccc(Cl)c32)c1=O (stereo not drawn)
    6.2%, i, -11.4, -5.1, i, 10.6%, -0.7%, -4.5
- CCN1CCN(CCNC(=O)c2ccc(CS(=O)c3ccc(Cl)cc3)o2)CC1 (stereo not drawn)
    4.4%, i, -6.2, -0.4, i, 1.3%, 0.9%, -2.5
- O=C(Nc1cc(-c2ccccc2)[nH]n1)c1ccccc1
    5.9%, i, 5.8, -0.1, -21.5%, 2.5%, 0.0%, -0.3
- Cc1cc(C)cc(C(=O)N2CCCCCC2)c1
    -9.9%, i, 0.5, -1.6, -18.2%[57.5 µM], -3.0%[57.1 µM], 0.6%, 22.4
- COc1ccc(-c2nnn(CC(=O)N3CCN(c4ccccc4OC)CC3)n2)cc1
    3.1%, i, -7.8, -4.1, -0.7%[57.5 µM], -8.1%, 0.5%, 9.5
- Cc1ccc(C)c(NC(=O)c2ccc(OC(=O)c3ccco3)cc2)c1
    2.0%, i, 0.5, 0.8, -11.6%[57.5 µM], 9.7%, 2.8%, 21.6
- COC(=O)CCN(Cc1ccccc1)S(=O)(=O)c1ccccc1Br
    8.9%, i, 10.1, -1.3, -65.0%[inhibitor], -8.3%, 0.4%, -29.5

This is a subset; count on the stated rates, not on these rows.
